GSK3A inh: blocks human GSK-3 alpha kinase; P49840; ADP-Glo luminescence, 60 min; inhibition, % at 10 µM; actives 0.1% (n = 320,000); AID 2650;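 in the data active = inhibition above about 50%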;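 note: GST-tagged GSK-3 alpha with peptide substrate and 25 µM ATP; 0% = DMSO neutral wells and 100% = GW8510 positive control wells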
Target sequence (P49840 whole entry, looked up): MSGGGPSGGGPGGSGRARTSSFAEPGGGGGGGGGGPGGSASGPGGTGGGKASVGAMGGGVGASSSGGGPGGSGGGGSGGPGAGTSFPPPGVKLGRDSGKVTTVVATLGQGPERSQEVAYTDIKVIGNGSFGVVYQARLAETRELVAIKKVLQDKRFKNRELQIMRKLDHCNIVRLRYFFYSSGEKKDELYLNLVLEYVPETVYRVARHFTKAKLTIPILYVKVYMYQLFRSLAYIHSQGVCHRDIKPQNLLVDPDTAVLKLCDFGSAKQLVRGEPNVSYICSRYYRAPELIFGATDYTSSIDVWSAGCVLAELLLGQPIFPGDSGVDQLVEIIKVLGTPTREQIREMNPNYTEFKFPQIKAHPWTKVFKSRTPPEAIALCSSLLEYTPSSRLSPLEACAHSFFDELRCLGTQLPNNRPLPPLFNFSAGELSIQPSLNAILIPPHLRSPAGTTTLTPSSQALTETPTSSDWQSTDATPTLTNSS
HSF1 activator: increases HSF-1 driven luciferase reporter signal; AID 504408; activation, % at 9 µM; NIH3T3-HGL HSF-1 luciferase reporter, MG132, 8 h; 100% = twice DMSO control signal; actives 1.7% (n = 300,000);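 active = mean replicate activation of at least 50% with a set share of replicates each reaching 50%; inconclusive = only one of those two conditions met; inactive = mean below 50% and too few replicates reaching it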;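 note: 0% = median of the neutral control wells and 100% = twice that signal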
GSK3beta inhib: human GSK3beta kinase inhibition | P49841 | GST-GSK3beta kinase, ADP-Glo luminescence, 60 min; stronger effect = lower value | activity score (negative = inhibition), % at 10 µM | actives 0.038% (n = 300,000);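 active = more than half of replicate wells score below -50%, meaning over 50% inhibition versus plate controls; inconclusive = some replicates but at most half score below -50%; inactive = no replicate scores below -50%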;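 note: 0% = median DMSO wells and -100% = median GW8510 positive control wells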
Target sequence (P49841 whole entry, looked up): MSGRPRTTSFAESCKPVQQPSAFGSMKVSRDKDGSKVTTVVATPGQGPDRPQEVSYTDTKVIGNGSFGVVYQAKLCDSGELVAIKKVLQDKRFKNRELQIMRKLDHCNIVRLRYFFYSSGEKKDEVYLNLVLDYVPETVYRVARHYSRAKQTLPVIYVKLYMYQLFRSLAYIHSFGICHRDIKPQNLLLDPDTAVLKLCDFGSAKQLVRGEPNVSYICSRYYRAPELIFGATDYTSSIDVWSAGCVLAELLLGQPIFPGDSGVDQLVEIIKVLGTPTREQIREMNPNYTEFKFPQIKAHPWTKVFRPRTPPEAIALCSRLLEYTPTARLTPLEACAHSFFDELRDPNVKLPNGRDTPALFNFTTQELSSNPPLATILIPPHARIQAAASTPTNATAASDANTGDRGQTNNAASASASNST
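Assay system: GST-tagged human GSK3beta kinase, cell-free; Input: 1.6 ng GSK3beta; Medium: Tris/MgCl2 kinase buffer; Timing: 60 min enzyme reaction, room temperature; Signal: ADP-Glo luminescence quantifying ADP generated by kinase; Evaluation: score relative to plate controls; Benchmarks: DMSO neutral wells and GW8510 at 20 µM as positive.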
IEC-6 cytotox: counter-screen for KLF5 inhibitors: cytotoxicity in IEC-6 cells; IEC-6 cytotoxicity, luminescence viability; inhibition, % at 5 µM; actives 0.78% (n = 290,000); in the data active = inhibition above about 22%;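 note: 0% = plate median of test compound wells and 100% = cytotoxic reference compound wells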
HSF1 inh: HSF1 inhibition; activity change, negative = inhibition, % at 7.5 µM (by protocol); NIH3T3-HGL HSE-luciferase, MG132-induced, luminescence 8 h; stronger effect = lower value; actives 0.77% (n = 300,000);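 active = more than half of replicate wells show activity change below -50%, luminescence cut by over half; inconclusive = some wells, but at most half, below -50%; inactive = no replicate well below -50%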;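 note: luciferase reports HSF-1 transcriptional activity via heat shock element; 0% = median of DMSO wells and -100% = zero luminescence signal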
HIF act: HIF pathway transcriptional activation | AID 1910 | U2OS HRE-luciferase reporter, luminescence; normalized: DMSO 0%, desferrioxamine 100% | actives 0.32% (n = 300,000) | activation, % at 7.5 µM (by protocol);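 active = mean activation of at least 10% of the iron chelator positive control signal, with at least half of replicates also reaching 10%; inconclusive = mean and replicate majority disagree about reaching 10%; inactive = mean and most replicates under 10%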
aSyn UTR inh: 5' untranslated region of α-synuclein, MLPCN primary screen. alpha-synuclein 5'UTR reporter, inhibitor activity. inhibition, % (tested at 7.5 µM). actives 0.82% (n = 300,000); in the data active = inhibition above about 60%; inconclusive = no clear call, values can overlap the other calls;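 note: H4 neuroglioblastoma cells stably carrying SNCA 5'UTR luciferase fusion; 0% = DMSO wells and 100% = positive control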
KLF5 inh: inhibitors of KLF5 expression | actives 0.23% (n = 290,000) | DLD-1 KLF5 promoter-luciferase reporter, luminescence | AID 1700 | inhibition, % at 5 µM;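 active = inhibition above a per-plate limit of that plate's mean compound inhibition plus 3 SD, cut at about 60% in these data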;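 note: 0% = DMSO wells and 100% = LY294002 at 200 µM; higher means less KLF5 promoter-driven luciferase light; inactives centre near -14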
AI-2 QS mod: Vibrio harveyi AI-2 quorum sensing modulation; Vibrio harveyi JMH597 AI-2 luminescence/OD600 ratio, 9 h; stronger effect = lower value; strain lacks LuxN and CqsS sensors; 0 = neutral-control median; activity change, % at 7.5 µM; actives 0.4% (n = 300,000); in the data active = activity change below about -75%, passing the limit was not always enough; inconclusive = no clear call, values can overlap the other calls;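 note: luminescence divided by OD600 gain over 9 h not by final OD600 alone; inactives centre near 13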
HSP90 inh: HSP90 refolding inhibition in rabbit reticulocyte lysate. actives 0.91% (n = 290,000). luciferase refolding luminescence, 3 h. inhibition, % at 5.6 µM. AID 1789;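 active = inhibition above the screen-wide mean plus 3 SD, computed separately per campaign, cut at about 16% in these data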;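 note: 0% = DMSO wells and 100% = 60 µM geldanamycin wells; inhibitors lower the luminescence because luciferase stays unfolded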
An asterisk follows results filed as active; ? = inconclusive; . = not tested or not shown.

SMILES	GSK3A inh	HSF1 activator	GSK3beta inhib	IEC-6 cytotox	HSF1 inh	HIF act	aSyn UTR inh	KLF5 inh	AI-2 QS mod	HSP90 inh
Cc1[nH]n(-c2ccccc2)c(=O)c1/C=N/NC(=O)c1ccccc1F	-2	12	3	30*	9	0.9	29	-44	?	-9
Cc1nn(C(=O)c2ccco2)c(C)c1Sc1ccc(Br)cc1	-2	-1	1	-2	-4	0.0	-17	-14	16	0
CC(NC(=O)/C(=C\c1ccco1)NC(=O)c1ccccc1Br)C(=O)O (stereo unspecified)	1	2	-2	-5	-9	-0.4	-14	-18	23	1
CCOc1cc(N2CCOCC2)c(OCC)cc1NC(=O)COC(=O)c1cc(C)cc(C)c1	0	.	2	6	-5	0.0	-1	-7	24	1
CCCc1cc(Nc2ccccc2OCC)n2ncnc2n1	2	20	4	-2	4	-0.6	18	-24	-3	0
NC(=O)c1ccccc1NC(=O)CC12CC3CC(CC(Br)(C3)C1)C2	-1	-12	2	3	-2	0.4	10	8	17	-4
COc1cc(OC)cc(-c2cn[nH]c2N)c1	-2	23	-3	-4	0	0.9	17	-4	16	5
CCC(C)Sc1cc(C(F)(F)F)c(C(=O)Nc2ccc(Cl)cc2)cn1 (stereo unspecified)	-1	-13	-2	-2	-18	-0.2	10	-16	10	0
COc1ccc(S(=O)(=O)N2CCC3(CC2)OCCN3S(=O)(=O)c2ccc(C)cc2)cc1OC	1	-2	1	.	0	1.8	-5	.	10	.
CCOC(=O)c1nn(-c2ccc(F)cc2)c2nc(CC(C)C)c(C#N)c(=O)n12	-3	-4	-4	2	-4	0.1	21	-32	15	2
CN(CC1COCCO1)c1nc2nonc2nc1N1CCSCC1 (stereo unspecified)	0	2	4	2	-2	0.0	-1	-27	21	1
CCOc1ccc(Cn2c3ccc(OC)cc3c3nc4ccccc4nc32)cc1	1	.	.	-1	.	.	.	-28	.	5
CCCC[n+]1ccn(-c2nc3ccccc3nc2[N-]S(=O)(=O)c2ccccc2)c1	1	-5	6	-2	2	0.0	-15	-6	18	1
CCOC(=O)c1nnn(-c2ccc(OC)cc2)c1N	-1	.	.	-2	.	.	.	-6	.	-5
C=C(C)n1c(=O)[nH]c2ccccc21	1	0	-3	5	-9	-1.1	22	-10	12	3
Cc1ccc(NC2=C(Cl)C(=O)OC2OC(C)C)cc1 (stereo unspecified)	4	6	-4	4	2	-0.2	8	12	9	-2
O=C(CSCc1ccccc1Br)N/N=C/c1ccc2c(c1)OCO2	-1	-18	-3	-1	6	-0.1	-13	-29	23	-4
CCOc1ccc(NC(=O)C2CCCN2C(=O)OCc2ccccc2)cc1 (stereo unspecified)	0	16	1	5	0	0.0	-33	-4	11	2
Cc1ccsc1C(=O)OCC(=O)c1cc(C)n(CC2CCCO2)c1C (stereo unspecified)	0	-89	-4	3	-88*	-5.1	80*	59	22	82*
O=C1ON=C(c2ccc(Cl)cc2)/C1=C/c1ccc(O)cc1	-6	-12	4	-9	1	0.4	-7	-33	25	1
C/C(=N\NC(=O)c1ccc(NS(=O)(=O)c2cccs2)cc1)c1ccc2ccccc2c1	3	1	3	-4	-15	0.4	-46	-37	8	5
CC1=CC(C)(C)n2c(O)c(N=N)c3c(C)c(C)cc1c32	1	22	1	6	6	-0.2	30	-15	12	1
COc1cccc(COc2ccccc2C2Nc3ccc(Br)cc3C(=O)N2NC(=O)c2ccncc2)c1 (stereo unspecified)	3	22	4	4	9	1.6	-6	-27	12	-1
CC(=O)c1cccc(NC(=O)/C(=C\c2cccnc2)NC(=O)c2ccco2)c1	0	-7	-5	-8	-1	-0.2	-8	-10	10	0
C/C=C(\C)CN1CCC(n2nccc2NC(=O)CCOc2ccccc2)CC1	-2	9	0	6	-2	0.0	8	-27	30	5

The list goes on; it opens with the four that closed the last part.
SMILES	GSK3A inh	HSF1 activator	GSK3beta inhib	IEC-6 cytotox	HSF1 inh	HIF act	aSyn UTR inh	KLF5 inh	AI-2 QS mod	HSP90 inh
CC1=CC(C)(C)n2c(O)c(N=N)c3c(C)c(C)cc1c32	1	22	1	6	6	-0.2	30	-15	12	1
COc1cccc(COc2ccccc2C2Nc3ccc(Br)cc3C(=O)N2NC(=O)c2ccncc2)c1 (stereo unspecified)	3	22	4	4	9	1.6	-6	-27	12	-1
CC(=O)c1cccc(NC(=O)/C(=C\c2cccnc2)NC(=O)c2ccco2)c1	0	-7	-5	-8	-1	-0.2	-8	-10	10	0
C/C=C(\C)CN1CCC(n2nccc2NC(=O)CCOc2ccccc2)CC1	-2	9	0	6	-2	0.0	8	-27	30	5
Cc1nnc(Sc2nc3c(c(=O)n(C)c(=O)n3C)n2Cc2ccccc2Cl)s1	-2	?	-6	-1	8	-0.2	-11	14	-3	1
COc1cccc(CNC(=O)CSC(=S)N2CCCC2)c1	-6	10	-1	.	-4	-34	-7	.	-7	.
O=[N+]([O-])c1cccc(C2=NC(c3ccccc3)CO2)c1 (stereo unspecified)	2	-5	1	6	-5	2.1	-57	-51	3	-3
Cc1cccc(C)c1OCC(O)CN1CCC(CN2C(=O)c3cccc4cccc(c34)C2=O)CC1 (stereo unspecified)	0	10	1	8	7	-4.9	-7	-22	21	-2
CCCCn1c(SCC2CCCO2)nc2cc(S(N)(=O)=O)ccc21 (stereo unspecified)	3	15	-2	-6	-4	0.3	12	-26	27	-4
COc1cccc(C2NC(=O)NC(C)=C2C(=O)Nc2ccc(C)cc2)c1 (stereo unspecified)	-1	-6	3	-3	-6	-0.2	3	-18	28	0
Cc1cc(=O)[nH]c(N)n1	0	-4	3	0	-2	0.9	-7	-14	12	-1
Cc1cc(N(CN2CCCC2=O)C(=O)c2ccc(OC(C)C)cc2)no1	-1	6	2	-5	-6	-0.8	-8	-15	12	-2
C/C(=N\Nc1ccc([N+](=O)[O-])cc1)c1ccc2c(c1)OCO2	-2	30	1	2	23	1.2	-119	-46	10	-5
CCN(CC)S(=O)(=O)c1ccc(NN)nc1	-2	-2	-1	0	0	-0.1	-15	-15	30	1
COC(=O)c1[nH]c2ccc(C)cc2c1NC(=O)Nc1ccccc1OC	4	22	-2	3	15	-0.7	17	-43	0	2
CN(C(=O)CSc1nc(N)c2c3c(sc2n1)CSC(C)(C)C3)c1ccccc1	0	-3	0	-5	9	0.2	-32	3	8	4
Cc1ccccc1C(=O)Nc1cccc(C(=O)N/N=C/c2ccc3c(c2)OCO3)c1	-6	9	1	14	8	0.7	-53	-8	24	-2
COc1cc(S(=O)(=O)N2CCC(c3nc4ccccc4s3)CC2)ccc1S(=O)(=O)NC1CCCC1	-2	-6	0	3	-6	-0.1	6	-20	30	7
Cc1nc(SCc2ccc(C#N)cc2)n[nH]1	1	47	-1	3	28	-11	-4	-28	-17	0
COc1ccc(C(=O)Nc2ccccc2[N+](=O)[O-])cc1S(=O)(=O)N1CCOCC1	-1	131*	0	-3	76	-1.1	-15	-51	1	-4
COc1ccccc1OCc1ccc(C(=O)NC(C)c2ccccc2)o1 (stereo unspecified)	-1	-4	-3	2	-6	-8.3	20	-32	32	2
Cc1ccccc1OCCCCn1c(CO)nc2ccccc21	1	5	3	2	8	0.6	12	-6	6	2
COc1cccc(NC(=S)NCc2ccco2)c1	2	20	-2	1	8	1.3	-58	-27	0	1
CCOc1ccc(C2C(C(=O)c3ccc(C)o3)=C(O)C(=O)N2c2cc(C)on2)cc1OC (stereo unspecified)	4	15	4	4	-5	0.1	9	-4	10	0
CCCC(=O)N(Cc1cc(=O)[nH]c2ccccc12)c1ccccc1OC	2	-15	0	3	-5	0.0	21	-3	-7	1
CCN(CC)C(=O)C1CCCc2c1[nH]c1ccc(Cl)cc21 (stereo unspecified)	-2	-26	1	2	-10	-0.6	59	3	2	0
COc1ccc(OC)c(NC(=O)CC(NC(C)=O)c2ccccc2)c1 (stereo unspecified)	-2	-3	2	-2	-4	-0.8	0	-18	14	-1
CCC(=O)Nc1ccc(C(=O)Nc2cc(C)on2)cc1	-2	11	1	-4	11	0.0	-61	-19	11	0
COc1cccc(NC(=O)COc2ccc3c(c2)CCC3)c1	-1	-51	-1	0	-36	3.2	-65	-1	?	-4
SMILES	GSK3A inh	HSF1 activator	GSK3beta inhib	IEC-6 cytotox	HSF1 inh	HIF act	aSyn UTR inh	KLF5 inh	AI-2 QS mod	HSP90 inh
CCOCCCNC(=O)C(c1ccc(OC)cc1)N(Cc1ccc2c(c1)OCO2)C(=O)CNC(C)=O (stereo unspecified)	-1	25	1	3	-5	-6.7	0	9	17	2
Cc1ccc(-c2nc(NCCN(C)C)c3ccccc3n2)cc1	1	26	-1	6	-5	2.4	-40	-16	-3	0
Cc1ccc(-n2c3nc(=O)[nH]c(=O)c-3cc3cc([N+](=O)[O-])ccc32)cc1C	9	25	2	6	-2	-0.4	6	16	19	0
CC(C)CCN(C)c1ccc(/C=N/n2cnnc2)cc1	-1	4	0	3	6	-0.2	17	0	4	2
CCCc1cc(=O)oc2c3c(cc(OCC(=O)NCc4ccccn4)c12)OC(C)(C)CC3	2	8	0	2	-8	-0.1	15	-21	29	-3
O=C1CCC(c2ccccc2)=NN1Cc1c(F)cccc1Cl	-3	3	1	1	3	-0.5	18	-22	30	1
Cc1ccc(N(C(=O)Cn2nnc(-c3ccc(C)o3)n2)C(C(=O)NC2CCCC2)c2ccncc2)cc1 (stereo unspecified)	0	-4	-1	-3	9	-0.3	-8	-16	12	4
COCCOC(=O)C1=C(C)N(c2ccccc2)C(=O)NC1c1cccc([N+](=O)[O-])c1 (stereo unspecified)	2	20	-3	-2	1	-0.2	15	-16	12	3
Cc1nnc(NC(=O)c2c(F)cccc2F)s1	-2	-13	-1	4	4	0.0	2	-17	37	-3
Cc1ccc(NC(=O)c2ccc(-n3cccn3)nc2)cc1	1	9	-1	5	9	2.2	-4	-13	9	-2
COc1cccc(NC(=O)C(c2ccccc2)N2CCCCC2)c1 (stereo unspecified)	0	32	0	5	5	-0.2	-26	-22	9	-9
Cc1ccc(CNC(=O)CSc2ncccn2)cc1	-1	6	2	2	3	1.3	-50	-38	21	-3
COc1ccc(/C(O)=C2/C(=O)C(=O)N(c3ccccn3)C2c2ccc(OC)c(OC)c2)cc1 (stereo unspecified)	1	5	2	2	-4	-0.4	-18	-8	38	4
COc1cc(OC)cc(C(=O)Nc2ccc([N+](=O)[O-])cn2)c1	-1	-7	1	10	0	3.1	-47	-32	14	3
CCCSC(=S)c1c(C)[nH]n(-c2ccccc2)c1=O	-2	14	8	-3	-2	-0.3	-14	-19	4	-2
O=C(Nc1ccc(Cl)cn1)c1cccc(S(=O)(=O)N2CCCCC2)c1	.	0	2	0	-1	-2.2	-1	8	8	3
Cn1cccc1C(C#N)c1ccccc1C#N (stereo unspecified)	-2	25	-3	-2	5	-0.5	2	0	3	3

Bioassay records (PubChem)
